# KCNQ1 act – potentiates or activates the human KCNQ1 potassium channel; P51787; CHO-K1 KCNQ1, thallium flux FluxOR fluorescence; stronger effect = higher value; B-score at 10 µM; hit rate 0.35% among 310,000; AID 2648;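 active = fluorescence ratio B-score, a plate-corrected score, at least three library SD, with initial intensity B-score within 5 SD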
#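 Assay system: CHO-K1 cells stably expressing KCNQ1; Medium: assay buffer with matched DMSO; Also added: K+/Tl+ depolarizing stimulus; Dosing: single dose; Timing: dye 90 min, compound 20 min, room temperature; Measured by: kinetic FluxOR thallium fluorescence, 10-s 1-Hz baseline, 110-s post-stimulus read; Read-out: peak-minus-minimum fluorescence over initial fluorescence, negative-control normalized, B-scored.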
# RGS4 act – RGS4 potentiation or activation. HEK293 M3R/inducible RGS4, carbachol calcium flux Fluo4; stronger effect = lower value. B-score at 10 µM. hit rate 0.92% among 310,000. AID 463111;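 active = B-score of the integrated calcium signal more than 4 SD below the library mean, with starting fluorescence not abnormally high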;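 note: negative B-score means reduced calcium response which marks RGS4 activation or potentiation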
#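 Also added: carbachol at ECmax as muscarinic agonist stimulus; Assay system: HEK293 cells with stable M3R and inducible RGS4; Timing: overnight RGS4 induction, 30 min dye load 37 °C, 20 min compound RT; Measured by: Fluo4-AM (2 µM) calcium-flux fluorescence, kinetic read.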
# HDAC3 inhib – human HDAC3 inhibition | inhibition, % at 8.3 µM | hit rate 0.15% among 320,000 | recombinant HDAC3, fluorogenic peptide/trypsin coupled, fluorescence | O15379; in the data active = inhibition above about 26%, passing the limit was not always enough; inconclusive = no clear call, values can overlap the other calls
# SKKanGAS inh – blocks kanamycin growth of S. pyogenes SKKanGAS strain. hit rate 1.3% among 300,000. BacTiter-Glo, 6 h. AID 1662. inhibition, % at 7.5 µM;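 active = mean replicate score, as percent of positive control median, at least 50; inconclusive = mean below 50 but one replicate at or above 50; inactive = mean and every replicate below 50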;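 note: strain carries kanamycin resistance gene driven by streptokinase promoter and grows in 40 µg/ml kanamycin; loss of luminescence reflects streptokinase promoter inhibition or plain growth inhibition; 0% = median of DMSO wells and 100% = positive control at its reference dose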
# KCNQ1 inh – blocks the human KCNQ1 potassium channel. P51787. CHO-K1 KCNQ1, FluxOR thallium flux fluorescence; stronger effect = higher value. B-score at 10 µM. hit rate 1.3% among 310,000;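 active = compounds whose thallium flux B-score, printed positive for inhibition, exceeds three library SD while starting fluorescence stays within three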;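 note: channel opened by potassium depolarization with thallium stimulus after 20 min compound exposure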
# RGS4 block – inhibitors of human RGS4; HEK293 M3R/RGS4 inducible, Fluo-4 calcium flux; stronger effect = higher value; triggered by carbachol at its EC20; B-score at 10 µM; hit rate 0.45% among 310,000; AID 463165;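 active = B-score, a plate-corrected calcium signal, over three deviations above library mean, with baseline fluorescence within five deviations of library mean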;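 note: RGS4 expression induced by doxycycline in cells with stable M3 receptor; B-score is computed from the integrated fluorescence ratio over baseline after carbachol; higher B-score means a larger calcium signal and so more RGS4 inhibition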
# KCNK3 inh – human KCNK3 channel inhibition, primary screen. O14649. CHO-KCNK3 thallium flux, FluxOR fluorescence; stronger effect = lower value. B-score at 10 µM. hit rate 0.84% among 340,000. AID 602410;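 active = B-score under library mean minus 4 SD, starting fluorescence ratio at most library mean plus 5 SD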;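 note: more negative B-score means stronger inhibition of thallium flux through KCNK3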
# hERG protect – compounds protecting human hERG from proarrhythmic drug block | hit rate 0.51% among 310,000 | CHO-hERG, FluxOR thallium flux, dofetilide IC70 present | Q12809 | activation (rescue from dofetilide block), less the hit threshold, % at 10 µM;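 active = activation above the mean of controls blocked by dofetilide plus 5 SD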;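 note: thallium influx through hERG after potassium depolarization seen as dye fluorescence rise; in these data hits start at about 4.7%; inactives centre near -7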
# Target sequence (Q12809 whole entry, looked up): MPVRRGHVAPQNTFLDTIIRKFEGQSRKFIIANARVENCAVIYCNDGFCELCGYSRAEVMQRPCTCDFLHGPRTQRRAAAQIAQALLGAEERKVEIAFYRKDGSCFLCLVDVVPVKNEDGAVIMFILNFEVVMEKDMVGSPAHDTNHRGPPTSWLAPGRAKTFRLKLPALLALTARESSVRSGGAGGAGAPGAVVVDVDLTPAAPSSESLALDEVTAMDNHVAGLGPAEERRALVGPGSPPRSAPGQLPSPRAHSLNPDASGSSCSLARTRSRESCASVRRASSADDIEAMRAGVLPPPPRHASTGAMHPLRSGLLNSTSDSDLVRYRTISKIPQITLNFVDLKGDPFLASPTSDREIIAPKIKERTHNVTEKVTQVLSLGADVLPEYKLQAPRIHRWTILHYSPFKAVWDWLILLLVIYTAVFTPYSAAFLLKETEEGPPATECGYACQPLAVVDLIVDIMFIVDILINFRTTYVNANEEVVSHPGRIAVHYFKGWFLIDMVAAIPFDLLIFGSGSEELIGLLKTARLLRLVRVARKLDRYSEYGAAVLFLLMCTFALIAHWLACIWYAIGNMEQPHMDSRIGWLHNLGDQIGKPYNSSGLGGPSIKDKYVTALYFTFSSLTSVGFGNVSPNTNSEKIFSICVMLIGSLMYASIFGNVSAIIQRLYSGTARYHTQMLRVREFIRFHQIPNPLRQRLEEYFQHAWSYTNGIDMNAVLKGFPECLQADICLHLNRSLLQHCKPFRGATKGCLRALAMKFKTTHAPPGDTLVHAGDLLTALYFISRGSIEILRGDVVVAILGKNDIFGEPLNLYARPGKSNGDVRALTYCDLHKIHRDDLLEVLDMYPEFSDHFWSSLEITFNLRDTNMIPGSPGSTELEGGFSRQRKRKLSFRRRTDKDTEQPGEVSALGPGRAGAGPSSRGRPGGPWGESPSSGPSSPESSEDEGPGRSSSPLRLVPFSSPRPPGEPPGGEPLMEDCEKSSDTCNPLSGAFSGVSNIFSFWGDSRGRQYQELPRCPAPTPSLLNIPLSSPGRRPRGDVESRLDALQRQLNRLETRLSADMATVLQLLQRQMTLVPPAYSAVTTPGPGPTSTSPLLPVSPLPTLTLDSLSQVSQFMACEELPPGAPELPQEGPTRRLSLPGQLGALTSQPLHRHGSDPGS
# ANO1 block – mouse TMEM16A channel inhibition, primary screen | normalized B-score (activity score, 25-100; higher = stronger inhibition) at 10 µM | Q8BHY3 | HEK293 TMEM16A/YFP iodide influx fluorescence, ionomycin | hit rate 1.2% among 310,000;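 active = ratio plate-corrected score three or more library SD toward inhibition, starting fluorescence score within five deviations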;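 note: score derived from kinetic fluorescence span divided by baseline fluorescence per well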
# TMEM16A act – activators or potentiators of mouse TMEM16A chloride channel; HEK293 TMEM16A/YFP-H148Q/I152L, iodide quench fluorescence; stronger effect = lower value; B-score at 10 µM; hit rate 0.3% among 340,000;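 active = fluorescence-ratio B-score plate-corrected deviation score at least 3 library SD below zero, with starting fluorescence score within 5 deviations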;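 note: channel opened by trigger with iodide after compound preincubation; score built on the fluorescence ratio of max minus min over baseline; more negative score means more quench and so TMEM16A activation or potentiation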
# KCNK9 inh – inhibitors of human KCNK9 two-pore domain potassium channel; Q9NPC2; HEK293 KCNK9, FluxOR thallium flux fluorescence; stronger effect = lower value; B-score at 10 µM; hit rate 1.2% among 310,000;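 active = ratio B-score over 3 SD below the library mean, with starting fluorescence within 5 SD of its mean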;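 note: negative B-score means less thallium flux so channel inhibition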
# * = called active by the depositor; i = inactive; ? = inconclusive; / = not tested or not shown. Rows are unselected. Share with any hit: about 6.3%.
molecule	KCNK3 inh	KCNQ1 inh	TMEM16A act	hERG protect	RGS4 act	KCNQ1 act	HDAC3 inhib	SKKanGAS inh	RGS4 block	ANO1 block	KCNK9 inh
NS(=O)(=O)c1ccc(CNC(=O)c2ccccc2SCC(=O)N2CCCC2)cc1	i	i	i	-10	i	i	-3	1	i	i	i
NS(=O)(=O)c1ccc(CCNC(=O)Cc2cccs2)cc1	i	i	i	-10	i	i	-2	2	i	i	i
COc1ccc(S(=O)(=O)N2CCC(Cc3ccccc3)CC2)cc1NC(C)=O	i	i	i	-2	i	i	-4	0	i	i	i
COc1ccccc1NC(=O)N1CCCC1C(=O)Nc1ccc2c(c1)OCCO2 (stereo not given)	i	i	i	-9	i	i	-3	-5	i	i	i
O=C(Cc1ccccc1)Nc1nonc1NC(=O)c1ccccc1	i	i	i	0	i	i	1	0	i	i	i
CC(C)c1cc(CN2CCN(C3CCCC3)C(CCO)C2)[nH]n1 (stereo not given)	i	i	i	-12	i	i	4	4	i	i	i
Cc1ccc(C2C(C(=O)c3sc(C)nc3C)=C(O)C(=O)N2CCN(C)C)o1 (stereo not given)	i	i	i	-9	i	i	2	3	i	i	i
Cc1ccc(S(N)(=O)=O)c(C)c1N1CCCC1=O	i	i	i	-8	i	i	-3	2	i	i	i
CN1CC(=O)N2Cc3[nH]c4ccccc4c3C[C@H]2C1=O	i	i	i	-3	i	i	-1	-5	i	i	i
O=[N+]([O-])c1ccc(CSc2ccccn2)cc1	i	i	i	-7	i	i	9	2	i	i	i
C=C(C)Cn1cnc2c(oc3nc4c(cc32)CCCC4)c1=O	i	i	i	-4	i	i	8	0	i	i	i
Cc1cccc(NC(=O)Cn2cnc(S(=O)(=O)N3CCCC3)c2)c1C	i	i	i	0	i	i	1	9	i	i	i
Cc1cc(C)n(C(=O)c2cc3sccc3[nH]2)n1	i	i	i	-3	i	i	/	-4	i	i	i
CC(=O)Nc1ccc(S(=O)(=O)N2CCCc3ccccc32)cc1	i	i	i	-12	i	i	-4	-6	i	i	i
COCC(C)NS(=O)(=O)c1ccc(C)cc1 (stereo not given)	i	i	i	-3	i	i	-3	1	i	i	i
O=C(N/N=C/C=C\c1cccc([N+](=O)[O-])c1)c1cccnc1	i	i	i	0	i	i	10	-4	i	i	i
CCN(CC)CCOC(=O)c1c(C)oc2ccc(OC)cc12	i	i	i	-12	-7.8*	i	5	-4	i	i	i
O=C(N/N=C/C=C/c1ccccc1)c1cc2c(ccc3ccccc32)o1	i	i	i	-5	i	i	1	2	i	i	i
COc1cc2cc3c(N)c(C(=O)NCc4ccco4)sc3nc2cc1OC	i	i	i	-28	i	i	4	4	i	i	i
CNC(=S)N/N=C/c1ccccc1OCC(=O)O	i	i	i	-12	i	i	8	-6	i	i	i
O=C(CN(CCc1ccccc1)C(=O)c1csnn1)NC1CCCC1	i	i	i	-30	i	i	3	9	i	i	i
Brc1ccc(CNc2nc3ccccc3n2CCN2CCCCC2)cc1	i	i	i	-16	i	i	0	-2	i	i	i
COc1ccccc1NC(=S)N1CCC(c2nc3ccccc3o2)CC1	i	i	i	-12	i	i	2	-2	i	i	i
COC(=O)c1c(-c2ccccc2)csc1NC(=O)c1ccco1	i	i	i	-1	i	i	-4	-7	i	i	i
CC(C)Cc1ccc(CN2CCCC(NC(=O)CCCN3CCCC3=O)C2)cc1 (stereo not given)	i	i	i	-2	i	i	8	-1	i	i	i
Cc1cc(C(=O)NNC(=S)NC(C)c2ccccc2)cs1 (stereo not given)	i	i	i	-9	i	i	-7	0	i	i	i
Cc1ccc(C(=O)C2CCN(S(=O)(=O)c3ccc(C(=O)O)cc3)CC2)cc1	i	i	i	-13	i	i	-1	7	i	i	i
C/C(=N\NC(=O)c1nnn(-c2nonc2N)c1CSc1ccc(C)cc1)c1ccco1	i	i	i	-4	i	i	2	-3	i	i	i
CN(C)S(=O)(=O)c1cccc(NC(=O)CCNC(=O)c2ccccc2Cl)c1	i	i	i	-6	i	i	?	-2	i	i	i
O=c1[nH]c(C2CCN(S(=O)(=O)c3ccc(S(=O)(=O)NC4CC4)cc3)CC2)nc2c1nnn2Cc1ccccc1	i	i	i	-5	i	i	4	20	i	i	i
COc1ccc(C2(c3ccc(OC)cc3)NC(=O)N(CC(=O)Nc3ccc(OC)c(OC)c3)C2=O)cc1	i	i	i	-9	i	i	7	13	i	i	i
Cc1cc(C)cc(C(=O)N2CC(C)OC(C)C2)c1 (stereo not given)	i	i	i	-9	i	i	-7	0	i	i	i
O=C(CSc1nnc(CNC(=O)c2ccccc2)o1)NCc1ccccc1	i	i	i	-6	i	i	0	?	i	i	i
O=S(=O)(NCc1ccc2c(c1)OCO2)c1ccccc1F	i	i	i	-1	i	i	4	1	i	i	i
CCOC(=O)c1ccc(NC(=O)CC2C(=O)OCCN2CC)cc1 (stereo not given)	i	i	i	-9	i	i	11	0	i	i	i
CC(=O)Nc1ccc(S(=O)(=O)NCC2CCC(C(=O)NCCCOC(C)C)CC2)cc1 (stereo not given)	/	i	/	-6	i	i	-6	0	i	i	i
O=[N+]([O-])c1ccc2nc(-c3cccnc3)[nH]c2c1	i	i	i	-1	i	i	-1	-3	i	i	i
Cc1onc(-c2ccccc2)c1CNC(=O)Nc1cccc(Cl)c1	i	7*	i	-12	i	i	-5	-10	i	i	i
COC(=O)c1cc(Cl)c(NC(=O)/C=C/c2ccc(Cl)cc2Cl)cc1OC	i	i	i	-10	i	i	-13	-6	i	i	i
COCCn1c(SCC(=O)Nc2ccc(C)cc2)nc2c(oc3ccccc32)c1=O	i	i	i	-1	i	i	1	2	i	i	i
Cc1cc2c(cc1S(=O)(=O)C(C)CC(=O)NCc1ccco1)OCC(=O)N2 (stereo not given)	i	i	i	-3	i	i	0	-1	i	i	i
CCOC(=O)c1nnn(-c2nn3nnnc3c3ccccc23)c1C	i	i	i	-6	i	i	3	4	i	i	i
CCOc1ccc(Nc2nc3c(C)cccc3cc2C#N)cc1	i	i	i	-9	i	i	-1	-3	i	i	i
CCOc1ccc(-n2c(SC(C)C)nc3c(c2=O)SCC3)cc1	i	i	i	-11	i	i	-3	5	i	i	i
Cc1ccccc1C(=O)Nc1cccc(-c2ccc3nncn3n2)c1	i	i	i	-12	i	i	1	3	i	i	i
Cc1cccc(NC(=O)/C(C#N)=C\c2cn(CC(=O)O)c3ccccc23)c1	i	i	i	-7	i	i	11	2	i	i	i
CCn1c(=O)n(CC)c2cc(S(=O)(=O)Nc3ccccc3C)c(C)cc21	i	i	i	-10	i	i	5	2	i	i	i
CC(C)Cn1c(C(C)C)nc([N+](=O)[O-])c1Sc1ccc(Cl)cn1	i	i	i	-18	i	i	1	6	i	i	i

# Compound profiles, from the list above:
# `CCOC(=O)c1nnn(-c2nn3nnnc3c3ccccc23)c1C` is listed with KCNK3 inh: i; KCNQ1 inh: i; TMEM16A act: i; hERG protect: -6; RGS4 act: i; KCNQ1 act: i; HDAC3 inhib: 3; SKKanGAS inh: 4; RGS4 block: i; ANO1 block: i; KCNK9 inh: i
# `Cc1ccccc1C(=O)Nc1cccc(-c2ccc3nncn3n2)c1` is listed with KCNK3 inh: i; KCNQ1 inh: i; TMEM16A act: i; hERG protect: -12; RGS4 act: i; KCNQ1 act: i; HDAC3 inhib: 1; SKKanGAS inh: 3; RGS4 block: i; ANO1 block: i; KCNK9 inh: i

# The list goes on:
molecule	KCNK3 inh	KCNQ1 inh	TMEM16A act	hERG protect	RGS4 act	KCNQ1 act	HDAC3 inhib	SKKanGAS inh	RGS4 block	ANO1 block	KCNK9 inh
O=C(CSc1nc(Nc2ccccc2)nc(N2CCOCC2)n1)Nc1ccc2c(c1)OCCO2	i	i	i	-2	i	i	-3	9	i	i	i
COc1ccccc1Oc1ccc2c(c1)C(=O)N(c1ccc(Br)c3cccnc13)C2=O	i	i	i	-10	i	i	-2	25	i	i	i
CC(Oc1ccccc1)C(=O)N1CCC2(CC1)Oc1ccc(F)cc1C(=O)C21CC(c2ccc(Cl)cc2)=NO1 (stereo not given)	i	i	i	0	i	i	10	24	i	i	i
O=C(O)c1ccc(-c2noc(-c3cccc(F)c3)n2)cc1	i	i	i	-4	i	i	-8	7	i	i	i
CN(C)S(=O)(=O)c1ccc(C(=O)OCC(=O)Nc2ccccc2OC(F)F)cc1	i	i	i	-14	i	i	-2	-11	i	i	i
Cc1cnc(NC(=O)c2nn(C)cc2[N+](=O)[O-])s1	i	i	i	-9	i	i	/	5	i	/	i
COc1ccc(C(=O)Oc2c(CN3CCOCC3)cc(Cl)c3cccnc23)cc1OC	/	i	/	-7	i	i	-5	-4	i	i	i
O=C(CSc1ccc(-c2nc3ccccc3[nH]2)cn1)N1CCN(C(=O)c2ccco2)CC1	i	i	/	-24	i	i	-10	9	i	i	i
CN(C)c1ccc(CNC(=O)c2ccc(CNc3c(N4CCCCC4)c(=O)c3=O)cc2)cc1	i	i	i	-5	i	i	4	3	i	i	i
Nc1c(C(=O)N2CCCC2)sc2nc(-c3ccccc3)ccc12	i	i	i	-8	i	i	14	-11	i	i	i
C[C@@H](C[C@@H](O)[C@H](O)C(C)(C)O)[C@@H]1CC[C@]2(C)C3=CC[C@H]4C(C)(C)C(=O)CC[C@]4(C)[C@H]3CC[C@@]12C	i	i	i	-17	i	i	7	96*	i	i	i
COc1cc(C(C)=O)ccc1Oc1ncnc2c1cnn2-c1ccccc1	i	i	i	-11	i	i	-3	-1	i	i	i
CCC(C)Nc1nc(SC(C(C)=O)C(C)=O)nc(N(C)C)n1 (stereo not given)	i	i	i	-9	i	i	-2	0	i	i	i
CCOC(=O)C1=C(C)NC(=O)NC1c1ccc2c(c1)OCCO2 (stereo not given)	i	i	i	-8	i	i	4	2	i	i	i
O=C(O)c1ccc(CN2C(=O)CSC2=S)cc1	i	i	i	-1	i	i	-2	2	i	i	i
Cc1ccc(N2C(=O)C3NN=C(C(=O)OCc4ccccc4)C3C2=O)c(C)c1 (stereo not given)	i	i	i	0	i	i	3	2	i	i	i
COC(=O)C1(C)NC(c2ccc(O)cc2)C2C(=O)N(c3ccc(C)cc3)C(=O)C21 (stereo not given)	i	i	i	-3	i	i	6	3	i	i	i

# Screening data (PubChem BioAssay)
